High-throughput results: PubChem, several laboratories
PERK inhibitor: block of dimerizer-induced PERK translation repression, primary screen, PERK inhibitor project, CHO PERK-DD cells, SEAP luminescence, HTS. AID 1416, 2008. CHO PERK-DD fusion, SEAP luminescence translation reporter. inhibition, % at 5.6 µM. 0.17% of 220,000 active;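 active = inhibition above the mean inhibition of all tested compounds plus 3 SD, set separately per screening campaign, cut at about 2.9% in these data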;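 note: PERK kinase domain activated by AP20187 dimerizer at 100 nM; 0% = DMSO with dimerizer and 100% = rapamycin at 8.4 µM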
S1P4 agonist: S1P4 receptor agonists, primary screen, cell-based | Sphingosine 1-phosphate receptor 4 (Homo sapiens), O95977 | S1P4-expressing cell line, agonist reporter assay | activation, % at 4.98 µM | 0.35% of 220,000 active; in the data active = activation above about 11%;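 note: 0% = DMSO vehicle and 100% = reference agonist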
Target sequence (O95977 whole entry, looked up): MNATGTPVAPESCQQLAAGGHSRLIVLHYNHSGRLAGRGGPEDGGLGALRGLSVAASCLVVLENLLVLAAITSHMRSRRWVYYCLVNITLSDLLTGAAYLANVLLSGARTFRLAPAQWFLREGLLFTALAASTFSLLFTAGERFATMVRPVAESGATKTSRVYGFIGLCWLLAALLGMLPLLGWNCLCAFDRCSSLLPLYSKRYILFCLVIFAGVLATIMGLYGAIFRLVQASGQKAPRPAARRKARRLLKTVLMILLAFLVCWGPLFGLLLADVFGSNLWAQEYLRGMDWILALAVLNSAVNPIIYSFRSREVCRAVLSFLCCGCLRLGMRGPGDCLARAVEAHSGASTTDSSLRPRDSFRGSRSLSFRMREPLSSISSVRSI
EP2 mod: EP2 receptor modulators, cAMP readout, primary screen, cell-based, HTRF cAMP, PGE2 stimulation; Prostaglandin E2 receptor EP2 subtype (Homo sapiens), P43116; AID 940, 2007; EP2-expressing cells, cAMP HTRF FRET, PGE2 co-stimulation; induction, % at 25 µM; 0.83% of 260,000 active;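 active = compounds whose cAMP rise, as percent of the full-agonist control response, exceeds 60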;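 note: rat C6 glioma line stably carrying human EP2 under a CMV promoter; the protocol text gives 20 µM as final concentration; 100% = response of wells given 1 µM PGE2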
Target sequence (P43116 whole entry, looked up): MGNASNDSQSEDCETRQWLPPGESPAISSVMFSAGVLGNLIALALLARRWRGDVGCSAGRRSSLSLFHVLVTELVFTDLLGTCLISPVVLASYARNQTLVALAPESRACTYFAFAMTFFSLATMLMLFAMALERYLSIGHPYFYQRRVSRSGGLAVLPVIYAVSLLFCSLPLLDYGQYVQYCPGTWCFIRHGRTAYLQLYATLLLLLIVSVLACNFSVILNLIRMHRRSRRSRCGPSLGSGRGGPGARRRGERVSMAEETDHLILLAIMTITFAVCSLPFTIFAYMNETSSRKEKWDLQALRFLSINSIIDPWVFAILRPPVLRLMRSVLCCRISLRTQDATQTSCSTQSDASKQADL
Ba/F3 V617F tox: reduced viability of JAK2V617F-dependent Ba/F3 cells, primary screen, JAK2V617F inhibitor project, cell-based, Ba/F3 EpoR-JAK2V617F, luminescence. inhibition, % at 5.6 µM. 1.1% of 220,000 active. ATP luminescence;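 active = inhibition above the campaign mean plus 3 SD over all tested compounds, cut at about 24% in these data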;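 note: cytokine-independent growth of Ba/F3 cells driven by EpoR plus mutant JAK2; 0% = DMSO-treated cells and 100% = JAK inhibitor I control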
BaF3 tox: parental Ba/F3 cell viability inhibition, counter-screen for JAK2V617F inhibitor project, murine pro-B, CellTiter-Glo luminescence; inhibition, % at 5.6 µM; 1.1% of 220,000 active; CellTiter-Glo ATP luminescence; AID 1486, 2009;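 active = inhibition above a per-campaign cutoff, the mean inhibition of all tested compounds plus 3 SD, cut at about 27% in these data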;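 note: 0% = DMSO wells and 100% = JAK Inhibitor I control wells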
S1P4 antag: S1P4 receptor antagonists, primary screen, cell-based. S1P4-expressing cells, antagonist mode, reporter read-out. 0.26% of 220,000 active. inhibition, % at 4.98 µM; in the data active = inhibition above about 29%;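 note: 0% = wells stimulated with agonist and 100% = vehicle wells without agonist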
zfTRPN1 agonist: zebrafish TRPN1 channel agonists, primary screen, cell-based, HEK293, calcium fluorescence; transient receptor potential cation channel N1 (TRPN1/NompC), Danio rerio; HEK293 zebrafish TRPN1-YFP, Fluo-8 calcium fluorescence; 100% = response to 87 µM carbachol; activation, % at 3 µM; 0.18% of 220,000 active; AID 1424, 2008;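 active = activation above its plate's cutoff, the mean activation of test wells on that plate plus 3 SD, cut at about 19% in these data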;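 note: 0% = DMSO alone and 100% = 87 µM carbachol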
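Material: zebrafish TRPN1-YFP in HEK293 cells. Doses: one dose of 3 µM, 0.3% DMSO. Incubation: dye 1 h 37 °C plus 30 min RT. Measured by: intracellular calcium fluorescence with Fluo-8.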
Calpain2 inh: inhibitors of pig calpain II, primary screen, biochemical, fluorogenic peptide substrate, 1536-well. purified calpain II, 30 min. inhibition, % at 16 µM. 0.37% of 220,000 active;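 active = inhibition above about 50%, limit read from the data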
TRPML3 ag: human TRPML3 channel agonists, primary screen, cell-based, HEK293 TRPML3-YFP, Fluo-8 calcium fluorescence, 3 µM; AID 1448, 2008; 0.29% of 220,000 active; 100% = the carbachol control signal; activation, % at 3 µM; Mucolipin-3 (Homo sapiens), Q8TDD5;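 active = activation above its plate's cutoff, the mean activation of the plate's test wells plus 3 SD, cut at about 12% in these data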;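 note: 0% = DMSO only wells and 100% = carbachol wells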
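system = HEK293 cells stably carrying human TRPML3-YFP | doses = one concentration, 3 µM nominal, 0.3% DMSO | timing = dye loading 1 h 37 °C then 30 min ambient, 125 s read | detection = Fluo-8 calcium dye fluorescence, ex 470-495, em 515-575 nm | benchmarks = high control carbachol 87 µM, low control DMSO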
* hit, by the source's call; i = inactive; · = not tested or not shown; & = joins results of further samples.

SMILES	PERK inhibitor	S1P4 agonist	EP2 mod	Ba/F3 V617F tox	BaF3 tox	S1P4 antag	zfTRPN1 agonist	Calpain2 inh	TRPML3 ag
CCOC(=O)Cn1c(=O)c2c(nc(N3CCCCC3)n2C)n(C)c1=O	0.0	0.7	16	-1	5	7	0.3	10	-0.3
CCCc1nnc(NC(=S)Nc2ccccc2)s1	0.8	0.8	-35	1	8	-33	1.6	-5	0.4
COc1ccc(N(CCC#N)C(=O)/C(C#N)=C\c2cccs2)cc1	-2.2	0.9	-14	-2	1	7	1.1	11	-0.4
COc1ccc(-c2nnc(SCc3nnc(-c4ccc(Cl)cc4)o3)n2-c2ccccc2)cc1	-1.3	1.2	-3	1	6	-15	-0.6	30	-0.6
COc1cccc(NC(=O)Nc2ccc(CC(=O)O)cc2)c1	1.4	1.3	-3	5	7	-9	1.6	17	0.4
Cc1cc(C(=O)Nc2nnc(-c3ccccc3)s2)no1	-0.6	-1.7	28	-4	-1	2	2.0	0	0.2
COc1ccc(C(=O)CN2C(=O)NC3(CCCc4ccccc43)C2=O)cc1OC (stereo not given)	-0.5	1.4	2	-2	3	-2	0.6	-20	0.3
CC1SCC(=O)N(CC(=O)Nc2ccc3c(c2)OCCO3)C1=O (stereo not given)	0.6	1.4	3	0	2	-13	0.4	-20	0.9
CCC1S/C(=N/N=C/c2ccco2)N(Cc2ccccc2C)C1=O (stereo not given)	0.4	0.5	19	-1	3	8	-0.6	14	-0.4
CCOc1ccc(NC(=O)CSc2n[nH]c(=O)n2-c2ccccc2)cc1	1.8	-2.1	13	-1	3	17	1.2	-9	0.5
O=C(Cc1coc(-c2ccc(F)cc2)n1)N1CCOCC1	0.5	0.9	32	-2	9	-1	0.4	-21	0.5
Cc1cc(C)n(-c2nnc3n2N=C(c2c[nH]c4ccccc24)CS3)n1	-0.1	1.1	-44	3	7	2	-0.6	29	-0.2
CCOCCCNC(=O)c1cc(Sc2ccc(F)cc2)nc2ccccc12	-0.2	2.1	19	-2	3	-11	0.5	-9	0.1
CN(C)CCCN1C(=O)c2cccc3c([N+](=O)[O-])ccc(c23)C1=O	-0.6	3.5	-66	95*	79*	92*	0.6	-378	0.2
Cc1ccc(-n2c(SCC(=O)Nc3ccc4c(c3)OCO4)nnc2-c2ccccn2)cc1	-0.6	-2.0	4	-4	-3	-2	-1.1	-22	0.3
O=C(CCCCCN1C(=O)CCC1=O)NCc1ccccc1	0.8	-2.0	15	0	6	5	1.9	2	0.1
Cc1cc(C)c(C)c(S(=O)(=O)Nc2ccc(OCC(=O)O)cc2)c1C	1.0	1.5	0	-1	-3	-4	1.4	-14	0.1
O=C(Nc1ccc2c(c1)S(=O)(=O)N=C1CCCCCN12)c1ccccc1Cl	0.3	1.4	-24	7	10	-8	0.4	0	1.1
COc1ccc(S(=O)(=O)N2CCN(CC(=O)Nc3cc(C(F)(F)F)ccc3Cl)CC2)cc1	1.1	-0.8	8	2	6	8	0.8	-5	0.4
CCOC(=O)c1sc(Nc2ccc(OCC)cc2)nc1C	1.4	1.2	25	0	-2	-21	0.5	-8	0.1
COc1ccc2nc(-n3c(C)ccc3C)sc2c1	0.4	2.1	46	3	7	-3	-0.2	-7	0.4
Cc1nonc1C(=O)N/N=C/c1ccc(O)cc1O	0.4	0.5	-2	1	6	-9	-0.1	-11	1.0
COCCCNC(=O)/C=C/c1ccc(Cl)cc1Cl	0.2	-1.7	-9	-2	1	6	0.2	-17	0.6
Cc1nnnn1CC(=O)Nc1ccccc1[N+](=O)[O-]	1.4	0.3	13	0	0	-10	-1.8	-4	0.9
CN1/C(=C\C(=O)c2cccc(S(=O)(=O)N3CCCCC3)c2)C(C)(C)c2ccccc21	1.0	-0.1	9	-2	-2	-14	0.9	-14	0.6
CC(=O)NCCNC(=O)[C@H](Cc1ccccc1)NC(=O)c1cccs1	-0.2	0.0	16	-5	-2	-13	-0.7	-32	0.5
O=c1[nH]c(=O)n(CCc2ccc(F)cc2)c(O)c1C=NCc1ccc2c(c1)OCO2	-1.1	-1.0	14	-1	-2	-12	0.6	9	0.3
O=C(CN1CCN(Cc2ccc3c(c2)OCO3)CC1)c1c[nH]c2ccccc12	-0.3	2.3	-55	2	5	-4	0.8	1	-0.2
CC(C)C(=O)Nc1ccc(NC(=O)c2ccco2)cn1	0.4	0.1	-11	-1	7	-23	0.7	14	0.5
COc1ccc(Cl)cc1NC(=S)NNC(=O)c1cccs1	1.2	1.1	-4	0	3	-3	0.4	12	1.7

Three compounds from above, sorted by their value in S1P4 agonist, largest number first:
SMILES | PERK inhibitor | S1P4 agonist | EP2 mod | S1P4 antag | Calpain2 inh | TRPML3 ag
O=C(Nc1ccc2c(c1)S(=O)(=O)N=C1CCCCCN12)c1ccccc1Cl | 0.3 | 1.4 | -24 | -8 | 0 | 1.1
COc1ccc(-c2nnc(SCc3nnc(-c4ccc(Cl)cc4)o3)n2-c2ccccc2)cc1 | -1.3 | 1.2 | -3 | -15 | 30 | -0.6
O=C(Cc1coc(-c2ccc(F)cc2)n1)N1CCOCC1 | 0.5 | 0.9 | 32 | -1 | -21 | 0.5

(cont.)
SMILES	PERK inhibitor	S1P4 agonist	EP2 mod	Ba/F3 V617F tox	BaF3 tox	S1P4 antag	zfTRPN1 agonist	Calpain2 inh	TRPML3 ag
N=c1c(C(=O)NCc2ccc(F)cc2)cc2c(=O)n3ccccc3nc2n1CC1CCCO1 (stereo not given)	-2.9	13*	9	6	7	-31	-0.4	i	0.0
Cc1cccc2c(=O)oc(-c3ccc4c(c3)C(=O)N(CC3CCCO3)C4=O)nc12 (stereo not given)	0.3	-0.2	·	2	3	-12	-0.7	·	0.2
CCCn1cnc2c(=S)nc(N)[nH]c21	3.4*	0.2	9	-3	-1	-1	0.1	10	0.3
COC(=O)c1ccc(NC(=S)NC(=O)c2c(-c3ccccc3)noc2C)cc1	1.3	1.6	-35	-6	2	-14	-1.0	23	0.9
NC(=S)Nc1nc2ccccc2[nH]c1=O	-0.6	0.5	-34	2	6	-2	-0.8	16	0.9
CCOc1ccc(Br)cc1-c1noc(-c2cccs2)n1	0.1	1.6	33	-2	1	2	-0.3	16	1.1
O=C(Cn1cccc1)NC1CCCCCC1	-0.1	-0.2	1	-4	2	-3	-1.4	2	-0.9
CCOC(=O)N1CCN(C(=S)NC(=O)c2ccc(F)cc2)CC1	0.1	1.0	13	-1	6	7	-0.5	-10	-0.3
N#C/C(=C(/O)COC(=O)c1ccccc1O)c1nc2ccccc2s1	0.6	0.0	-34	-4	-1	-4	1.8	-18	0.9
CCS(=O)(=O)Nc1ccc(C2=NN(C(=S)Nc3ccccc3)C(c3ccco3)C2)cc1 (stereo not given)	0.8	1.2	-1	-3	3	1	-0.2	-85	0.1
Nn1c(SCC(=O)NC2CCCCC2)nnc1C1CC1	0.6	-0.9	-3	-6	-1	-8	0.0	3	0.6
O=C(CSc1nc2ccccc2s1)NNC(=S)Nc1ccc(Br)cc1	1.4	-2.0	8	7	12	-9	0.2	0	0.3
CCn1cc(-c2n[nH]c(=S)n2-c2ccc(C)cc2Br)c(=O)c2ccc(C)nc21	1.3	-0.7	-5	-3	-2	12	1.0	1	1.2
COc1ccc(/C=C/C(=O)c2ccccn2)cc1	1.6	0.9	0	0	1	0	2.1	-24	0.3
NC(=O)NNc1ncc(C(F)(F)F)cc1Cl	0.0	0.0	10	1	0	-2	0.3	1	0.4
Cc1nn(C)c(C)c1NC(=O)Nc1cccc(C(F)(F)F)c1	1.0	-1.7	9	-4	3	0	-0.3	1	0.6
Fc1cnc(N2CCOCC2)nc1NCc1ccccc1	0.2	-0.1	7	1	7	-20	0.9	-8	0.2
CCc1ccc2c(c1)C(NC(C)=O)C(=O)N2CC (stereo not given)	0.2	2.4	-8	-4	-2	-9	1.3	-19	0.2
C=CCn1c(SCC(=O)N2CCCCC2)nc(O)cc1=O	1.2	-2.2	-8	4	4	1	0.7	-1	1.0
Cc1ccc(-c2ccc(=O)n(CC(=O)Nc3cccc(C(=O)N4CCN(C)CC4)c3)n2)cc1	0.5	-0.5	0	-3	2	7	0.9	-38	-0.1
O=C(Nc1cc(C(F)(F)F)ccc1N1CCCCC1)c1ccc(Br)o1	0.8	1.2	34	0	4	-7	-0.1	-36	-0.6
Cc1ccc(-c2nc3c(c(=O)c4ccccc4n3C)c(=O)n2-c2ccccc2)cc1	0.5	-0.2	9	-1	7	-14	2.5	-12	0.8
Cc1cc(=O)oc2cc(OCC(=O)c3ccc4c(c3)NC(=O)CO4)ccc12	1.2	1.6	-11	-1	7	-4	2.2	-68	1.1
COC(=O)C(C)(C(=O)OC)c1ccccc1[N+](=O)[O-]	0.4	2.1	5	-3	4	6	-0.1	-12	0.8
O=C(CSc1nnc(-c2ccco2)n1CC1CCCO1)c1ccc(F)cc1 (stereo not given)	-0.6	-1.1	11&-40	2	7	2	0.9	-20	-0.1
N=C(N)CCCOc1ccccc1-c1ccccc1	0.0	2.2	-21	10	13	-6	-0.3	13	-0.5
Cc1c(C(=O)OC(C)C)sc2nc[nH]c(=O)c12	-0.3	-0.8	1	6	8	-2	-0.5	6	0.5
CCc1cccc(NC(=O)CCC(=O)O)c1	0.1	0.5	5	2	6	-17	0.1	9	0.5
O=C(CSCCNS(=O)(=O)c1ccccc1)Nc1ccccc1	-0.1	-2.9	1	0	3	-16	1.5	-20	1.1
CCOC(=O)N1CCN(C(=O)CSc2ncnc3ccccc23)CC1	0.1	2.1	18	-1	1	6	0.4	11	0.6

Further entries follow.
SMILES	PERK inhibitor	S1P4 agonist	EP2 mod	Ba/F3 V617F tox	BaF3 tox	S1P4 antag	zfTRPN1 agonist	Calpain2 inh	TRPML3 ag
CCOc1ccc(C(C)=O)cc1CC(C(N)=O)C(N)=O	0.3	-1.9	69*	-2	2	-1	0.0	-53	0.9
O=C(CNS(=O)(=O)c1ccccc1)NCc1cccnc1	1.7	0.6	29	-1	4	-12	-0.9	-35	1.3
Cc1cc(C)c(S(C)(=O)=O)c(=O)[nH]1	1.1	1.2	-6	-1	7	-13	0.1	-23	0.8
CCCCC(=O)c1c(O)c2ccccc2oc1=O	1.8	0.7	14	-4	-3	4	0.5	17	0.7
CCN(CC)C(=O)c1cn(C)c2ccc(S(=O)(=O)N(CC)CC)cc2c1=O	0.6	0.7	25	1	0	-15	2.2	8	0.8
CCC/C=C(\CCC)C(NS(=O)(=O)c1cccc2cccnc12)c1ccc(C(=O)OC)cc1 (stereo not given)	-1.0	1.3	22	-2	3	1	-0.2	4	0.6
